# 12-LOX inh: ALOX12 (human) lipoxygenase inhibition | Potency, µM (highest dose often 108 µM), for the others: top-dose activity change, negative = inhibition, actives largely listed as inhibitors | 1.1% of 580,000 active | purified 12hLO, xylenol orange hydroperoxide absorbance | AID 1671190 | P18054; active = well fitted inhibition curve with a large enough effect; inconclusive = small, poorly fitted or top-dose-only effect, or another doubt; inactive = no such curve, though single readings can be large or run the other way
# Target sequence (P18054 whole entry, looked up): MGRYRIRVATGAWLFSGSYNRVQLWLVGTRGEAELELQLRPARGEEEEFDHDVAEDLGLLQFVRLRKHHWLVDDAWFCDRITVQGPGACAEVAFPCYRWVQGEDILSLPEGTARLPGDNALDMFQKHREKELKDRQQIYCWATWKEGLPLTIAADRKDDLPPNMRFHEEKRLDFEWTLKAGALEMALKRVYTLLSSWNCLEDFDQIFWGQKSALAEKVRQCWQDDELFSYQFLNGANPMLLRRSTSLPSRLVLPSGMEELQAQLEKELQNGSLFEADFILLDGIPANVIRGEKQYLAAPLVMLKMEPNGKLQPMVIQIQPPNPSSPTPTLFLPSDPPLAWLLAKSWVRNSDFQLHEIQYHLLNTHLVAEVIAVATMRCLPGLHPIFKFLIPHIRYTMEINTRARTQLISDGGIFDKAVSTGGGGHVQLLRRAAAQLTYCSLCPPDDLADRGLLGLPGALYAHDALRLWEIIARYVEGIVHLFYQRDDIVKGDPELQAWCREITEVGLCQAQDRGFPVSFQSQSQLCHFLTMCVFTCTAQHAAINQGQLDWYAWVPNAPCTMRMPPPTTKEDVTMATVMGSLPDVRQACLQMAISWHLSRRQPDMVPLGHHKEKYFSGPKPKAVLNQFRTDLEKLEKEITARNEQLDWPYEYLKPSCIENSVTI
#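 Purified human 12hLO (150 nM final) in 25 mM Hepes, 0.01% Triton X-100, pH 7.0 was preincubated 15 min at room temperature with compound. Then 40 uM arachidonic acid was added, 30 min. Hydroperoxide was read by Fe-XO absorbance ratio 573/405 nm.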
# * hit, by the source's call; ? = inconclusive; [ ] = remark or other dose. % is set by controls: 0 for no effect and ±100 for the full control effect; potency is the fitted concentration of half-maximal effect. This is a subset. The share of hits here may be higher or lower than overall.
item	Molecule	12-LOX inh
1	O=C(O)CCC(=O)N1Cc2ccccc2CC2(CCCN(Cc3ccc(O)cc3)C2)C1 (stereo not drawn)	1%[6.33 µM]
2	O=C(CN1C(=O)NC2(CCCCC2)C1=O)NCCc1ccc(Cl)cc1	0%
3	COc1ccccc1CN1CC[C@@H]2OCC(=O)N(C(C)C)[C@H]2CC1	13%[176 µM]
4	O=C(NCc1cccc(F)c1)c1csc(N2CCN(c3ccc(Cl)cc3)CC2)n1	14%
5	COc1cccc(CNC(=O)C2CCN(C(=O)c3ncn4c3COC(c3ccccc3)C4)CC2)c1 (stereo not drawn)	33%[activator]
6	Cc1nc(C(=O)NC2CCCCC2)ccc1C#N	44%[activator]
7	COc1ccc(C(=O)N2CCCC(c3nn(-c4ccc(OC)cc4)c(=O)[nH]3)C2)cc1 (stereo not drawn)	?
8	O=c1cc(-c2ccccc2)c2cc3c(-c4ccccc4)coc3cc2o1	-9%
9	COCCOC1CCOC2(CCN(C(=O)c3ccccc3F)CC2)C1 (stereo not drawn)	16%
10	O=c1n(-c2ccc([N+](=O)[O-])cc2)nc2n1CCN(Cc1cccc3ccccc13)C2	?
11	COc1cc(OC)c(C2CC(=O)Nc3nc(-c4ccccc4)[nH]c(=O)c32)cc1OC (stereo not drawn)	-41%
12	COC(=O)C1=C(C)N=C2SC=C(CC(=O)N(C)Cc3ccco3)N2C1c1ccc(Cl)cc1 (stereo not drawn)	18%
13	O=C(COC(=O)c1ccc2ccccc2n1)Nc1ccc(F)c(F)c1F	?
14	OC1(CN2CCN(c3nccs3)CC2)CCCNC1 (stereo not drawn)	?
15	CCOC(=O)[C@]12CCCC=C1N(Cc1ccccc1)C(=O)[C@H](CC(=O)NCc1cccc3ccccc13)C2	3%
16	Cc1cc(Cl)ccc1NC(=O)N(C)CC1CCOC1 (stereo not drawn)	42%[activator]
17	COc1ccc(CNC(=O)N2CCCC(Cc3nncn3C(C)C)C2)cc1 (stereo not drawn)	14%
18	COc1ccc2nc3sc(C(=O)O)cc3cc2c1	?
19	O=C(Nc1ccccc1)c1nnc(C(=O)N2CCC(CC(=O)N3CCCCCC3)CC2)s1	47%[activator]
20	Cc1[nH]c2ccccc2c1C	?

# Gathered by group, the compounds so far containing fluorine
item	Molecule	12-LOX inh
4	O=C(NCc1cccc(F)c1)c1csc(N2CCN(c3ccc(Cl)cc3)CC2)n1	14%
9	COCCOC1CCOC2(CCN(C(=O)c3ccccc3F)CC2)C1 (stereo not drawn)	16%
13	O=C(COC(=O)c1ccc2ccccc2n1)Nc1ccc(F)c(F)c1F	?

# Continuation:
item	Molecule	12-LOX inh
21	COC1C(=O)N(CC2CC2)C12CCN(S(=O)(=O)c1c(C)nn(C)c1C)CC2 (stereo not drawn)	35%[activator]
22	O=c1c(-c2cccs2)nc2cncnc2n1Cc1ccc(F)cc1	7%
23	COc1ccc([C@H]2C[C@@H](O)[C@@H](O)[C@@H]2NCc2cnc3ccccc3c2)cc1	9%[176 µM]
24	Cc1cc(C(=O)OCc2cccnc2)c2ccccc2n1	?
25	COc1ccc(CC(=O)N2Cc3ccccc3CC3(CCCN(C)C3)C2)cc1 (stereo not drawn)	10%[6.33 µM]
26	NS(=O)(=O)c1ccc(CCNC(=O)c2cc(=O)c3ccccc3o2)cc1	-1%
27	CCCc1noc(-c2cn(C3CCN(C(=O)c4ccc(C)cc4)CC3)nn2)n1	-6%
28	Cc1ccc(C(C)(C)O)cc1	6%[176 µM]
29	O[C@@H]1CCN(c2nccc(C3(c4ccccc4Cl)CCNCC3)n2)C1	18%
30	CCCn1nc(C(=O)NCc2ccccc2)c2ccccc2c1=O	1%
31	COc1ccc(NC(=O)c2ccc3c(c2)OCCN(c2ccccc2)C3)cn1	20%[176 µM]
32	Cc1cccc(C2c3cc(OCc4nc(C(=O)NCC5CC5)co4)ccc3CCN2C(=O)C2CC2)c1 (stereo not drawn)	-11%
33	CCOC(=O)C(N)c1cccc(OCc2ccccc2)c1 (stereo not drawn)	15%
34	COc1cc2c(cc1OC)C(C(=O)c1ccc(OC)c(OC)c1O)=NCC2	-29%
35	Cc1cnc(C(=O)N2CCCCCCN(C)C(=O)[C@@H]3CCC[C@@H]32)cn1	75%[activator]
36	O=C(c1cccc(OC(F)F)c1)n1ccccc1=NC1CCCCC1	-6%
37	O=C(NC1CCc2n[nH]c(=O)n2CC1)c1ccc2nc[nH]c2c1 (stereo not drawn)	34%[activator]
38	O=S(=O)(NC1CCc2nnc(C3CC3)n2CC1)c1cccs1 (stereo not drawn)	-1%
39	Cc1cnc(-c2cccnc2)n1C1CCN(C(=O)c2ccncc2)CC1	20%
40	O=C(CCc1c[nH]c2ccccc12)Nc1ccccc1F	-28%
41	COC(=O)C1=C(C)Nc2nc3ccccc3n2C1c1cc(OC)c(O)c(OC)c1 (stereo not drawn)	-6%
42	CCOC(=O)c1cc2cc(C(=O)O)ccc2[nH]1	16µM*
43	CN1CCC(Cc2noc(C3CC(=O)N(Cc4cccnc4)C3)n2)CC1 (stereo not drawn)	23%
44	CC(C)n1c(C2CCN(C(=O)CN3CCCCCC3)CC2)nn(C)c1=O	45%[activator]
45	C[C@@H]1C=CCCO[C@]12C(=O)N(Cc1ccc(F)cc1)c1cccc(Br)c12	5%
46	CC(CC(=O)NC1CCCCC1)(C(=O)O)c1ccccc1 (stereo not drawn)	?
47	CCCn1nc(C(=O)Nc2ccc(C(C)=O)cc2)c2ccccc2c1=O	-2%
48	COc1cncc(Nc2ncc(-c3cccc(N(C)C)c3)c3c2OCC3)c1	-4%[176 µM]
49	COc1ccc2cc(C3CN(C(=O)c4cccc(CO)c4)CCO3)ccc2c1 (stereo not drawn)	30%
50	CC(=O)c1ccccc1NC(C(=O)NCc1ccccc1)C(C)C (stereo not drawn)	22%
51	CC(C)=CCC/C(C)=C/CC/C(C)=C/CC/C(C)=C/CO	3%
52	COc1ccc(CC(=O)Nc2ccc(=O)n3c2[C@@H]2C[C@@H](CN(C(=O)Nc4ccc(OC)cc4)C2)C3)cc1	15%
53	CCCCCNc1nc2c(c(=O)n(Cc3ccccc3Cl)c(=O)n2C)n1C	8%
54	O=C(O)CCC(=O)N[C@H]1CO[C@H]2[C@@H]1OC[C@@H]2n1nnnc1Oc1ccc2c(c1)OCO2	-1%[176 µM]
55	CN(CC1CCOC1)S(=O)(=O)c1cccc(Cl)c1 (stereo not drawn)	-3%
56	C[C@@H](NS(=O)(=O)c1ccccc1)c1onc(-c2ccc(F)cc2)c1C(=O)O	-16%[176 µM]
57	COC(=O)CNC(=O)c1nc2sccn2c1Br	4%[176 µM]
58	CC(C)N(CC(O)COCc1ccccc1Cl)CC(O)COc1cccc2ccccc12 (stereo not drawn)	-51%
59	O=S(=O)(Cc1ccccc1)N1CCC(OC2CCN(Cc3cccnc3)CC2)CC1	48%[activator]
60	CCOc1ccc(OCC)c(NC(=O)c2nc3ccccc3nc2N2CCOCC2)c1	-1%
61	CC(C)n1cnnc1CC1CCCN(C(=O)COc2ccccc2)C1 (stereo not drawn)	?
62	O=C(CN1CCN(CC(=O)Nc2cccc(F)c2)CC1)NCCc1c[nH]c2ccccc12	13%
63	CCCCCCOc1ccc(C(=O)COC(=O)c2ccc(Br)cc2)cc1	21%
64	COc1cccc(C(=O)Nc2ccc3oc(-c4cccc(OC)c4)nc3c2)c1	2%
65	C[C@@H]1CN([C@H](C)CO)C(=O)CCCn2nncc2CO[C@H]1CN(C)C(=O)Nc1ccc2c(c1)OCCO2	1%
66	COC[C@@H]1CN(C(=O)Cn2cccn2)C[C@H]1c1ccncc1	31%[activator]
67	COc1cc(OC)c(C2=CCN(C(=O)COc3ccc(Cl)cc3C)CC2)c(OC)c1	52%[activator]
68	CC(=O)Nc1ccc(CN2CCN(c3cc(Cl)ncn3)C(=O)C2)cc1	49%
69	O=C(Nc1cccc2cccnc12)NC1CCCCCC1	-1%
70	O=C(C[C@H]1CC[C@@H]2[C@H](COC[C@H](O)CN2Cc2cccc(F)c2)O1)NCc1cccc(F)c1	?
71	O=C(NCc1cccnc1)C1CN(S(=O)(=O)c2ccccc2)CC12CCCCC2 (stereo not drawn)	35%
72	COCc1cc(=O)n(CC(=O)Nc2ccc(C)cc2C)c(N2CCOCC2)n1	31%[activator]
73	COc1ccc(C(=O)N2CCCN(C)c3ccccc32)cc1	?
74	CC1=C[C@@H](CNCc2ccccc2O)[C@H](C(C)C)C[C@H]1Cc1nc2c(C)cccc2[nH]1	63µM*
75	Cc1cccc(C(=O)Nc2cccc(-c3ccc(N4CCN(C)CC4)nn3)c2)c1	48%[activator]
76	COCCc1noc(C2CCCCN2C(=O)CN2C(=O)OC(C)(C)C2=O)n1 (stereo not drawn)	16%
77	COc1cccc(NC(=O)N2CC(C(=O)N(C)C)C3(CCOCC3)C2)c1 (stereo not drawn)	12%
78	C=CCOC(=O)Nc1nc(CCNC(=O)OCc2ccccc2)c(C(=O)O)s1	-14%
79	Cc1nn(Cc2ccccc2Cl)c(C)c1NC(=O)NC1CCCC1	?
80	O=C(CC12CC3CC(CC(C3)C1)C2)Nc1ccc(-c2nc3ncccc3o2)cc1	-26%

# From entry 79 to 80, as listed above:
item	Molecule	12-LOX inh
79	Cc1nn(Cc2ccccc2Cl)c(C)c1NC(=O)NC1CCCC1	?
80	O=C(CC12CC3CC(CC(C3)C1)C2)Nc1ccc(-c2nc3ncccc3o2)cc1	-26%

# Records listed so far marked active in 12-LOX inh:
item	Molecule	12-LOX inh
42	CCOC(=O)c1cc2cc(C(=O)O)ccc2[nH]1	16µM*
74	CC1=C[C@@H](CNCc2ccccc2O)[C@H](C(C)C)C[C@H]1Cc1nc2c(C)cccc2[nH]1	63µM*

# Further results follow:
item	Molecule	12-LOX inh
81	CC(C)C(NC(=O)N1CCC(NS(=O)(=O)c2cccs2)CC1)c1ccc(F)cc1 (stereo not drawn)	-15%
82	O=C(NC1CC1)C1CCN(C(=O)N2CC3CC(C2)[C@H]2CCCC(=O)N2C3)CC1 (stereo partly drawn)	39%[activator]
83	CC(=O)c1ccc(NC(=O)CN2CCN(c3nc(-c4ccco4)c4c(c3C#N)CCC4)CC2)cc1	-14%
84	O=C1CC(c2ccccc2)N(Cc2ccc3c(c2)CCO3)CCCCCCN1 (stereo not drawn)	26%
85	COc1cc(=O)n2c(c1C(=O)NC(C)c1ccco1)CCN(Cc1ccc3nsnc3c1)CC2 (stereo not drawn)	4%
86	COc1ccc(OC)c(NC(=O)c2ccc3c(c2)N(C)C2CCCCN2C3=O)c1 (stereo not drawn)	6%
87	Cc1c(C)c2cc(Cl)c(OC(C)C(=O)NCc3cccnc3)cc2oc1=O (stereo not drawn)	-1%
88	Cc1nnc(NC(=O)c2cc(-c3ccccn3)nc3ccccc23)s1	-21%
89	COc1cccc(Cc2nc3cccnc3n2C2CCN(Cc3ccc(C)s3)CC2)c1	1%
90	O=C(Nc1ccc(Cl)cc1)c1nc2c(o1)CCN(Cc1cnc[nH]1)CC2	74%[activator][176 µM]
91	COc1ccc(-c2cc(C(=O)O)cc(S(=O)(=O)N3CCN(C)CC3)c2)cc1	-11%
92	COc1ccc(-c2cc(N3CCC(NC(=O)c4cccc(C#N)c4)C3)n[nH]2)cc1 (stereo not drawn)	29%
93	COc1ccccc1OCc1cc(C(=O)NC[C@H]2C[C@H]3C=C[C@H]2C32CC2)n[nH]1	43%[activator]
94	COc1ncccc1-c1nc(-c2c(C)noc2C)cc2cc(CN(C)C)oc12	-4%[176 µM]
95	O=S(=O)(Nc1ccc2cn[nH]c2c1)c1ccc(Cl)cc1C(F)(F)F	-29%
96	O=C1CSC(c2cccc(Br)c2)N1c1cccc(C(F)(F)F)c1 (stereo not drawn)	?
97	CC1CCN(CC(O)COCc2ccccc2)CC1 (stereo not drawn)	-1%
98	CC(=O)NCc1ccc(-c2csc(-c3ccc(C(C)C)cc3)n2)o1	25%
99	OC(CN1CCNCC1)Cn1c2ccc(Br)cc2c2cc(Br)ccc21 (stereo not drawn)	28µM*
100	COC(=O)N1CCC2(CCCN(c3ccncc3)C2)CC1	?
101	CCCCCCCCN	-6%
102	Cc1cnc(-n2ncc(C(=O)N(C)CCc3ccccn3)c2-c2cccs2)nc1-c1ccc(F)cc1	12%
103	O=C(N[C@H](Cc1ccccc1)C(=O)N1CCN(C(=O)N2CCCCC2)CC1)[C@H]1O[C@@H](n2ccc(=O)[nH]c2=O)[C@H](O)[C@@H]1O	-17%
104	CCCOCCc1nc2c([nH]1)CC(C)(C)CNC2=O	?
105	O=C(c1cn(CCCc2ccccc2)nn1)N1CCCC(c2ccccc2)CC1 (stereo not drawn)	39%[activator]
106	COc1cc2c(cc1[N+](=O)[O-])-c1ccc([N+](=O)[O-])cc1C2	-17%
107	COc1ccc(S(=O)(=O)N[C@H]2C[C@@H](c3nc(-c4ccc(OC(F)(F)F)cc4)no3)N(C)C2)cc1	?
108	O=C(C[C@H]1CC[C@@H]2[C@H](COC[C@@H](O)CN2Cc2ccc(Cl)cc2)O1)NCCc1ccccc1	?
109	C[C@]1(NC(=O)c2cnccn2)OC[C@@H]2CC[C@H](C(=O)NCc3ccc(OC(F)(F)F)cc3)N2C1=O	1%
110	C[S+](=O)([O-])N1CCCC2(Cc3ccccc3CN2C(=O)c2ccc(Cl)cc2)C1 (stereo not drawn)	12%[6.33 µM]

# Screen by screen, from the results shown.
# Nos. 101–110 in 12-LOX inh read -6%, 12%, -17%, ?, 39%[activator], -17%, ?, ?, 1%, 12%[6.33 µM]
